# Compound activity deposited in PubChem BioAssay by several laboratories.
# DAX1 inh-1: DAX1 (NR0B1) inhibitors, primary screen, cell-based, HEK293, Gal4-DAX1, luciferase luminescence; inhibition, % at 6.75 µM; actives 0.99% (n = 340,000); Nuclear receptor subfamily 0 group B member 1 (Homo sapiens), P51843; HEK293 Gal4-DAX1 luciferase reporter; AID 504766, 2011;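 active = inhibition above the mean over all tested compounds plus 3 SD, cut at about 4.2% in these data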;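 note: 0% = DAX1-transfected cells with DMSO and 100% = empty-vector control cells with DMSO; inhibition shows as a rise in luminescence from relieved DAX1 repression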
# Target sequence (P51843 207-470 limits assumed): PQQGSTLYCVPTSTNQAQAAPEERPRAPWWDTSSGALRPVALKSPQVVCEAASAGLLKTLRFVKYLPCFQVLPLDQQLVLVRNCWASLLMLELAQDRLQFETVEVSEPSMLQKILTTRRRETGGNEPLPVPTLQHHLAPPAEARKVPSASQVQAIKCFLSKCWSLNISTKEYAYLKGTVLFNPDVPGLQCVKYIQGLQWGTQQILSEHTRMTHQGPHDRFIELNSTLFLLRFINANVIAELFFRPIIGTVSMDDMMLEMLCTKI
# SMARCA2 activ: SMARCA2 (BRM) function activators, primary screen, cell-based, luminescence, high throughput. MG213 cells, MMTV-luciferase reporter, dexamethasone, overnight. activation, % at 9.1 µM. actives 1% (n = 370,000). AID 652017, 2013; in the data active = activation above about 7.8%;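 note: 0% = vehicle wells and 100% = reference activator wells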
# hgDAF-12 ag: H. glycines DAF-12 receptor agonists, primary screen, cell-based, luminescence, HEK293, GAL4 fusion, UAS-luciferase | Nuclear hormone receptor DAF-12 (Heterodera glycines), GAL4 fusion | HEK293 GAL4-hgDAF12 UAS-luciferase reporter, agonist luminescence; normalized to butyrate control | activation, % at 6.8 µM | actives 1.8% (n = 370,000) | AID 687014, 2013;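 active = activation above a cutoff set at the mean of all screened compounds plus 3 SD, cut at about 10% in these data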;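 note: 0% = DMSO wells and 100% = sodium butyrate wells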
# FXN GAA850 act: FXN promoter activators, primary screen, cell-based, luciferase luminescence, HEK293 lucGAA850; AID 540364, 2011; actives 0.56% (n = 360,000); activation, % at 6 µM; HEK293 lucGAA850 FXN promoter luciferase reporter, 24 h; percent of 10 µM SAHA response;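 active = activation above the average of all compounds screened plus 3 SD, cutoff fixed separately per campaign, cut at about 7.5% in these data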;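 note: 0% = DMSO wells and 100% = 10 µM SAHA wells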
# ADAM17 inh: ADAM17 inhibitors, primary screen, biochemical, QFRET; Disintegrin and metalloproteinase domain-containing protein 17 (Homo sapiens), P78536; recombinant ADAM17, EDANS/DABCYL FRET peptide cleavage; inhibition, % at 6.95 µM; actives 0.83% (n = 370,000); AID 720648, 2013;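 active = inhibition above the mean of compounds lying between control limits plus 3 SD, set per campaign, cut at about 8.5% in these data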;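 note: 0% = DMSO-only wells as the low control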
# Target sequence (P78536 215-824 limits assumed): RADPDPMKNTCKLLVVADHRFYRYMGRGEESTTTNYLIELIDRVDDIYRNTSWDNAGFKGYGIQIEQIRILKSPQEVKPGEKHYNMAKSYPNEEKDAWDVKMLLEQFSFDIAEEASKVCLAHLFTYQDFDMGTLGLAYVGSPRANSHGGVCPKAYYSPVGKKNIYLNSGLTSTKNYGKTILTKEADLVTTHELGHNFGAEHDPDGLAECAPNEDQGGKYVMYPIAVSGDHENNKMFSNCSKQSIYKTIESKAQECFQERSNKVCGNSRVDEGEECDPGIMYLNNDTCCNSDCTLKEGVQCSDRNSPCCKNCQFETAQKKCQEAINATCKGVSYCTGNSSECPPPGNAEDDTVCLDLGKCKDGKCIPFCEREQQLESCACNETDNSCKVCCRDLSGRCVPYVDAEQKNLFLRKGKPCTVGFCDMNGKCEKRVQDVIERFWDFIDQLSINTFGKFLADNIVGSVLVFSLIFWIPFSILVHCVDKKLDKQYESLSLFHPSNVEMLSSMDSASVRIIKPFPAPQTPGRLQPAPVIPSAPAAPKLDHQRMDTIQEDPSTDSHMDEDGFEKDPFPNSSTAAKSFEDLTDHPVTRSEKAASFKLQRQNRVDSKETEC
# ssDAF-12 act: S. stercoralis DAF-12 nuclear receptor activators, primary screen, cell-based, luminescence, HEK293, GRIP1 co-expression, lit1-tk-luc. Nuclear hormone receptor DAF-12 (Strongyloides stercoralis). HEK293 ssDAF-12/GRIP1 lit1-tk-luc reporter; % of 3 µM dafachronic acid response. activation, % at 6.8 µM. actives 1% (n = 370,000). AID 652126, 2013;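 active = activation above the mean over all tested compounds plus 3 SD, cut at about 0.9% in these data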;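 note: 0% = DMSO-only wells and 100% = 3 µM delta7-dafachronic acid wells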
# ADAM10 inh: human ADAM10 inhibitors, primary screen, biochemical, QFRET, HTS; actives 0.62% (n = 370,000); inhibition, % at 7 µM; Disintegrin and metalloproteinase domain-containing protein 10 (Homo sapiens), O14672; recombinant ADAM10, EDANS/DABCYL FRET peptide cleavage, 3 h; AID 720582, 2013;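 active = inhibition above a per-campaign cutoff equal to the mean of compounds falling between control-based bounds plus 3 SD, cut at about 20% in these data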;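 note: 0% = DMSO wells while the 100% control is not disclosed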
# hcDAF-12 act: H. contortus DAF-12 nuclear receptor activators, primary screen, cell-based, luminescence, HEK293, lit1-tk-luc reporter. HEK293 hcDAF-12 lit1-tk-luc reporter; 0% DMSO, 100% Δ7-dafachronic acid. actives 1.4% (n = 370,000). activation, % at 6.8 µM. AID 652067, 2013;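 active = activation above the mean of all tested compounds plus 3 SD, cut at about 5.5% in these data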;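 note: 100% = response to 3 µM Δ7-dafachronic acid high control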
# GC-A act: GC-A stimulated cGMP production enhancers – HEK293 GC-A cells, cGMP TR-FRET, EC30 ANP, primary screen. 0% at EC30 ANP, 100% saturating ANP. Atrial natriuretic peptide receptor 1 (Homo sapiens), P16066. activation, % at 10 µM. actives 0.14% (n = 370,000); in the data active = activation above about 40%
# DAX1 inh-2: DAX1 (NR0B1) inhibitors on StAR promoter, primary screen, cell-based, luminescence, SF-1 (NR5A1), full-length DAX-1 | actives 1.1% (n = 370,000) | AID 652010, 2013 | HEK293T StAR-luciferase reporter, SF-1/DAX-1 repression relief | inhibition, % at 6.8 µM;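 active = inhibition above the mean over all tested compounds plus 3 SD, cut at about 3.6% in these data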;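 note: 0% = DAX-1 cells with DMSO and 100% = cells lacking DAX-1 with DMSO; higher inhibition means more luminescence from relief of DAX-1 repression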
# PG9 binder: binders of HIV-1 gp120 antibody PG9, primary screen, biochemical, TR-FRET; TR-FRET gp120-PG9 antibody binding; actives 0.43% (n = 360,000); inhibition, % at 6.7 µM; HIV-1 gp120 / PG9 antibody interaction; in the data active = inhibition above about 8.5%
# An asterisk follows results filed as active; i = inactive; x = not tested or not shown.
SMILES,DAX1 inh-1,SMARCA2 activ,hgDAF-12 ag,FXN GAA850 act,ADAM17 inh,ssDAF-12 act,ADAM10 inh,hcDAF-12 act,GC-A act,DAX1 inh-2,PG9 binder
COc1ccc(NS(=O)(=O)c2ccc3oc(=O)ccc3c2)cc1,-1.1,-1,-1.7,-3.4,1,-1.2,7,-1.5,-1,-0.5,-2.4
Cc1cc(C)cc(NC(=O)NCc2c(-c3ccccc3)noc2C)c1,0.4,-4,-1.6,1.4,2,-1.4,8,-1.9,-5,-0.6,0.9
Cc1cc2oc(=O)c(CC(=O)NCCCO)c(C)c2c2occ(C(C)(C)C)c12,-0.1,1,-0.5,4.2,-198,-1.4,i,-2.2,6,0.1,0.1
O=C(Nc1ccccc1)N(CCc1nc2ccccc2[nH]1)C1CCCC1,0.7,2,0.3,-2.3,0,0.0,2,0.0,-6,0.0,-1.3
C=CCc1c(C)c(C#N)c2nc3ccccc3n2c1N1CCCCC1,1.3,-1,-1.3,1.5,-1,-1.8,-6,-0.1,-5,0.0,-2.8
COc1cc(C)nc(N2CCCC(C(=O)Nc3cccc(Cl)c3Cl)C2)n1 (stereo not given),-0.2,-2,0.7,2.9,-1,-0.3,9,-0.7,-11,0.1,-2.2
CCOc1ccc(OCCC(=O)N(CCC(C)C)c2c(N)n(Cc3ccccc3)c(=O)[nH]c2=O)cc1,1.4,1,0.7,3.9,-6,-0.8,-15,0.6,0,1.8,-0.1
NC(=O)c1cc2ccccc2o/c1=N/NC(=O)c1cccc(Cl)c1,-0.6,1,1.1,1.9,1,-0.9,0,0.2,-3,0.8,-5.6
CN(C(=O)COC(=O)C12CC3CC(CC(Cl)(C3)C1)C2)C1(C#N)CCCCC1,0.8,-3,-3.9,1.1,-4,-1.5,-13,-1.5,4,0.0,-1.1
CCn1cnc2sc(C(=O)O)c(C)c2c1=O,0.3,-2,2.0,0.7,-4,-0.9,-3,0.6,2,0.2,0.1
COc1ccc(CCn2c(=N)c(C(=O)NCC3CCCO3)cc3c(=O)n4cccc(C)c4nc32)cc1OC (stereo not given),-0.1,-4,-2.3,1.8,1,-1.5,-20,-0.7,13,-3.0,-0.5
CC(=O)Nc1ccc(NC(=O)C(C)Sc2n[nH]c(-c3ccc(C)cc3)n2)cc1 (stereo not given),0.7,-1,4.1,1.6,0,-0.4,1,2.9,0,0.3,-0.3
O=C(NCCCN1CCCC1=O)c1cccc(S(=O)(=O)N2CCN(c3ccccc3)CC2)c1,0.4,4,-1.1,1.3,4,-0.6,3,-1.3,-2,-1.4,-1.1
COc1ccccc1CNC(=O)C(NC(=O)c1ccc(C)cc1)C(C)C (stereo not given),0.0,4,-0.8,0.8,-1,-1.3,2,-1.4,-3,-0.8,0.8
CCN(c1ccc(NC(=O)COC(=O)CCc2cc(OC)c(OC)c(OC)c2)cc1)C(C)C,-0.1,-1,1.1,0.1,0,-0.8,21*,3.0,-2,-1.2,-3.1
COc1ncnc2c1ncn2CCCN(C)CCc1ccccn1,0.0,-5,-1.1,0.8,-8,-1.0,-16,-2.1,1,-0.1,-1.7
COc1ccc(S(=O)(=O)N(CC(=O)NCCSc2ccccn2)c2ccccc2)cc1,-0.9,5,-3.3,-1.7,-2,-1.2,3,-0.5,-3,-0.4,-1.0
Cc1ccc(OCCCN2CCOCC2)cc1,2.1,3,1.1,2.3,3,-1.0,-2,4.4,0,0.8,-1.2
Cc1cccc(NC(=O)C2CCCN2C(=O)OCC(C)C)c1C (stereo not given),0.6,-1,1.9,-0.7,4,-1.4,6,-1.0,2,0.5,-2.4
COc1ccc2c(c1)cc(C(=O)O)n2C,0.6,1,-1.9,2.0,-33,-1.1,-164,-0.5,1,-0.7,-1.4
O=C(CN1CCN(c2ccc(F)cc2)CC1)OCc1ccccc1,0.3,-2,-1.3,-0.6,0,-1.4,9,-0.4,5,-0.4,0.6
CC(=O)Nc1ccc(S(=O)(=O)N(C)CC(=O)OCC(=O)N2CCCCCC2)cc1,0.0,0,0.8,2.6,0,-1.5,-5,3.6,-1,0.2,-1.6
Cc1cc(C)cc(C(=O)Nc2ccc(N3CCN(S(C)(=O)=O)CC3)cc2)c1,0.3,-4,1.2,1.0,-1,-1.0,-1,0.1,2,-0.3,-1.7
COc1ccc(NC(=O)c2onc(C)c2Cl)cc1OC,-0.5,-4,0.3,-1.0,1,-1.6,-18,-1.4,20,2.4,-1.3
O=C(NCCSc1ccc(Br)cc1)c1ccc2nc[nH]c2c1,0.6,-2,-0.2,0.6,-6,-0.6,-6,1.6,-6,0.9,-0.8

# Single records (already shown). Screens in order: DAX1 inh-1	SMARCA2 activ	hgDAF-12 ag	FXN GAA850 act	ADAM17 inh	ssDAF-12 act	ADAM10 inh	hcDAF-12 act	GC-A act	DAX1 inh-2	PG9 binder
# `COc1ccc(NC(=O)c2onc(C)c2Cl)cc1OC` is listed as -0.5	-4	0.3	-1.0	1	-1.6	-18	-1.4	20	2.4	-1.3
# `C=CCc1c(C)c(C#N)c2nc3ccccc3n2c1N1CCCCC1` is listed as 1.3	-1	-1.3	1.5	-1	-1.8	-6	-0.1	-5	0.0	-2.8
# `O=C(NCCSc1ccc(Br)cc1)c1ccc2nc[nH]c2c1` is listed as 0.6	-2	-0.2	0.6	-6	-0.6	-6	1.6	-6	0.9	-0.8
# `Cc1ccc(OCCCN2CCOCC2)cc1` is listed as 2.1	3	1.1	2.3	3	-1.0	-2	4.4	0	0.8	-1.2
# `NC(=O)c1cc2ccccc2o/c1=N/NC(=O)c1cccc(Cl)c1` is listed as -0.6	1	1.1	1.9	1	-0.9	0	0.2	-3	0.8	-5.6

# Only GC-A act and FXN GAA850 act, for 2 of the compounds above:
SMILES | GC-A act | FXN GAA850 act
CCN(c1ccc(NC(=O)COC(=O)CCc2cc(OC)c(OC)c(OC)c2)cc1)C(C)C | -2 | 0.1
COc1ncnc2c1ncn2CCCN(C)CCc1ccccn1 | 1 | 0.8

# Additional compounds follow.
SMILES,DAX1 inh-1,SMARCA2 activ,hgDAF-12 ag,FXN GAA850 act,ADAM17 inh,ssDAF-12 act,ADAM10 inh,hcDAF-12 act,GC-A act,DAX1 inh-2,PG9 binder
CCC(C(=O)N1CCOCC1)n1nc(C)c2c(C)n(-c3ccccc3)nc2c1=O (stereo not given),-0.1,0,-1.2,1.0,-3,-0.9,0,1.0,-4,-0.3,0.1
Cc1cc(-c2nnc(CCC(=O)NCC(C)c3ccccc3)o2)no1 (stereo not given),0.7,7,-0.5,2.2,0,0.0,5,-1.0,5,1.4,-1.0
CCN(CC)S(=O)(=O)c1ccc(Cl)c(C(=O)Nc2nnc(C)s2)c1,-0.9,-2,-0.8,-0.1,-1,-1.0,1,1.1,3,-0.5,-0.1
O=C(c1cccc(OC2CCN(Cc3cccc(OCCO)c3)CC2)c1)N1CCCC1,0.1,2,1.1,-1.0,-1,-1.1,7,1.3,0,0.6,-2.3
CC(=O)N1N=C(c2cccs2)CC1c1ccc(Br)cc1 (stereo not given),-1.4,-2,3.5,4.0,2,-1.4,2,-0.5,-23,0.0,-0.3
On1nnc2ccc(C(F)(F)F)cc21,-1.2,-4,1.9,0.2,-1,-1.5,5,0.1,-3,0.5,-2.4
Cc1cc(C(=O)COc2ccc(C#N)cc2)c(C)n1CC1CCCO1 (stereo not given),x,3,-0.4,3.6,-3,-0.8,-8,0.8,4,0.2,1.8
CS(=O)(=O)N(CC(=O)N1CCCC1)c1ccc(F)cc1,1.0,-4,3.8,0.8,-2,-0.1,0,0.8,-3,-1.1,0.2
COc1ccc(/C=C/C(=O)NCC(=O)N/N=C/c2cc(Br)ccc2OCc2ccccc2)cc1,-0.9,0,-2.8,0.8,2,-1.1,5,-0.5,-5,0.0,-1.0
CCOc1ccc(NC(=O)N2CCC(c3nc4ccccc4o3)CC2)cc1,-0.6,-3,2.6,1.2,-3,-1.9,-1,-2.4,-5,-1.3,-1.1
NS(=O)(=O)c1ccc(CCNC(=O)c2ccc([N+](=O)[O-])cc2[N+](=O)[O-])cc1,0.8,0,0.0,-0.6,-2,-1.3,2,-0.7,-1,-0.5,-1.0
CCCn1nc(C(=O)Nc2ccc(S(=O)(=O)Nc3ncccn3)cc2)c2ccccc2c1=O,0.1,3,-0.8,3.5,-1,-0.3,5,0.7,-2,0.7,0.7
CC1CC(C)CN(C(=O)CCNS(=O)(=O)c2ccc3c(c2)CCC(=O)N3)C1 (stereo not given),-0.7,-2,0.3,-1.5,-4,-1.1,-4,-1.8,4,-0.5,1.4
O=C(NCc1ccccn1)c1cccc(S(=O)(=O)Nc2ccccc2Cl)c1,0.1,-2,2.7,0.8,-4,-1.3,-1,1.1,2,2.0,-0.9
O=C(Nc1ccc2c(c1)C(=O)N(CC1CCCO1)C2=O)c1ccccc1Br (stereo not given),0.0,1,0.7,-0.6,-24,-1.6,-75,1.2,6,0.1,-1.6
COCCN1Cc2cc(C(=O)OC)c3c(c2C1=O)c1cc(F)ccc1n3S(=O)(=O)c1cccc(C)c1,x,1,-0.2,x,-1,-1.2,-7,-0.8,-6,-0.6,-2.5
Nc1nc(Oc2ccc(F)cc2)c(Br)c(=O)[nH]1,-0.2,-4,-2.7,3.6,-6,-1.0,1,-1.0,4,0.0,0.8
Cc1cc(-c2nc3ncccc3o2)ccc1N,0.7,4,8.7,1.3,i,-0.8,i,0.3,4,1.6,1.5
CCN(CC(=O)Nc1ccc(NC(C)=O)cc1)C(=O)c1cc(CN2C(=O)c3ccccc3C2=O)ccc1OC,0.5,-3,1.5,0.4,2,-1.3,-3,0.0,-2,1.5,-1.4
COc1ccc(-c2noc(N3CCC(C(=O)Nc4ccc(OC)c(OC)c4)CC3)n2)cc1,0.9,5,-0.9,-1.8,1,-0.5,6,-0.9,-2,0.4,0.8
COc1ccc(NS(=O)(=O)/C=C/c2ccc(OC)c(OC)c2)cc1,0.1,-3,-1.1,-0.5,3,-0.8,3,0.0,3,-0.4,-0.3
CC12CCC(C(=O)N(NC(=O)c3ccccc3O)C1=O)C2(C)C (stereo not given),-0.3,0,0.6,2.4,-19,-0.1,-72,3.5,-6,2.6,-2.2
